# Screening results from PubChem BioAssay.
# IkB signaling: suppresses IkB signaling in ABC-DLBCL reporter cells; ABC-DLBCL IkBa-CBG/CBR dual luciferase ratio, 4 h; response scale: scaled: untreated 0%, proteasome inhibitor 100%; Potency, µM (titrated, usually from 57.1 µM), for inactives: top-dose IkBa stabilization activation; 0.04% of 110,000 active; active = well fitted curve in the direction sought with a large enough effect in the signal ratio, not every such curve was filed as active; inconclusive = small, poorly fitted or top-dose-only effect, or a change in a side signal; the % refers to the signal ratio;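 note: the direction sought is a rising ratio; 0% = basal untreated cells and 100% = reference inhibitor full response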
#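 Luminescence ratio of IκBα-fused green versus native red beetle luciferase in OCI-Ly3 cells, 4 h post-doxycycline with compound; red signal alone, scaled from basal (0%) to zero light (-100%), flagged nonspecific or cytotoxic effects.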
# p53ts 32C kill: cytotoxicity in p53ts cells at permissive temperature. H1299-p53A138V at 32C, ATP luminescence viability, 24 h. Potency, µM (top dose mostly 46.1 µM), without a hit: top-dose activity change, negative = cytotoxicity, most hits filed as cytotoxic. 0.93% of 130,000 active. AID 924;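 note: 0% = DMSO and -100% = full killing by reference compound; nearly all actives have a fitted effect of over 55% in size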
#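 Viability by ATPlite luminescence after 24 h compound treatment (up to 46 uM) at the permissive 32C. Cells are H1299 carrying p53 A138V. Scale runs from DMSO basal to 100 uM tamoxifen as full kill; AC50 from Hill fits.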
# Peg3 imprint: induces erasure of genomic imprints in mouse ES cells; mouse ES Peg3-LacZ reporter, beta-gal luminescence, 40 h; AID 1948; Potency, µM (top dose mostly 60.7 µM), inactives show top-dose activity change, positive = activation, actives largely listed as activators; 0.02% of 110,000 active;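 note: 0% = negative control wells on the plate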
#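 Each well holds 300 Peg3LacZ-Neo (maternal) female ES cells incubated 40 h at 37C, 5% CO2. LacZ is measured by BetaGlo luminescence, with AC50 and maximum efficacy derived from dose-response curves.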
# p53ts 39C tox: cytotoxicity in p53ts cells at nonpermissive temperature. H1299-p53A138V viability at 39C, ATP luminescence, 24 h. Potency, µM (top dose mostly 46.1 µM), for inactives: at the highest dose activity change, negative = cell killing, hits mostly cytotoxic. 1.5% of 130,000 active; note: nearly all actives have a fitted effect of over 55% in size
# * hit, by the source's call; ? = inconclusive; . = not tested or not shown; [ ] = another dose, or the depositor's remark. Unless noted, calls come from the whole dose curve; as a rule, active = well fitted curve in the direction sought with a large enough effect; inconclusive = small, poorly fitted or top-dose-only effect, or another doubt; inactive = no such curve, though single readings can be large; an effect the other way counts as inactive or inconclusive. Unless noted, % is set by controls: 0 for no effect and ±100 for the full control effect; potency is the fitted concentration of half-maximal effect. Compounds were not picked by outcome; overall some 1.7% were active at least once.
# Every second line gives: IkB signaling	p53ts 32C kill	Peg3 imprint	p53ts 39C tox
> CCc1cccc(OCC(=O)Nc2ccc(S(=O)(=O)Nc3onc(C)c3C)cc2)c1
  4.1%	-9%	-9%	-14%
> CCN(CC)CC(O)COc1ccccc1C(=O)CCc1ccccc1 (configuration not stated)
  5.6%	-11%	-5%	-16%
> OCCNc1ncnc2c1ncn2[C@@H]1O[C@@H](CO)[C@H](O)[C@@H]1O
  1.7%[11.4 µM]	5%[9.22 µM]	-6%[10.9 µM]	-4%[9.22 µM]
> Cn1ccc2cc(S(=O)(=O)N3CCCC(C(=O)NCc4ccccc4)C3)ccc21 (configuration not stated)
  ?	0%	-2%[10.9 µM]	-10%
> CCOc1ccc(CCNC(=O)c2ccc3c(c2)c(C)c(C)n3C)cc1
  ?	2%	8%[10.9 µM]	-6%
> CCN(CC)C(=O)CSc1nnc(-c2ccco2)n1Cc1ccco1
  4.7%	0%	-5%	-2%
> CCOc1ccc(CNC(=O)C2CCN(S(=O)(=O)CC)CC2)cc1OC
  1.2%	4%	-13%	2%
> Cc1ccc(-c2n[nH]c(=S)n2/N=C/c2ccc(C)o2)cc1
  .	-10%	.	8%
> CC1=C(C(=O)Nc2ccccc2Br)C2(CCC(C)CC2)OC1=O (configuration not stated)
  -1.4%	-2%	-10%[10.9 µM]	-3%
> Brc1ccc(-c2nnc3n2-c2ccccc2CC3)cc1
  0.1%	8%	2%	0%
> O=C1CCN=C(Nc2ccc(F)cc2)N1Cc1ccccc1
  5.3%	-1%	-4%	1%
> Cc1ccccc1-n1c(SCC(=O)Nc2ccc(Cl)cc2Cl)nc(O)cc1=O
  ?	10%	-2%[10.9 µM]	4%
> Cc1cccc(OCC(=O)Nc2ccc(N3CCCC3)cc2)c1C
  0.3%	5%	-6%	-4%
> CCn1c(-c2ccsc2)nc2c1c(=O)[nH]c(=O)n2Cc1ccccc1
  -2.2%	2%	12%	-4%
> CC(=O)Nc1ccc(N2C(=O)CSC2c2ccc(F)cc2)cc1 (configuration not stated)
  0.7%	-3%	-8%	0%
> COc1ccc(-c2nn3c(-c4ccccc4)nnc3s2)cc1OC
  -2.7%	4%	-12%	-13%
> COC(=O)c1ccsc1NC(=O)CSc1nnnn1Cc1ccccc1
  -1.5%	-4%	-13%	1%
> Cc1ccc2c(c1)c(-c1ccccc1)nc1nncn12
  -1.8%	8%	-12%	-3%
> CCOc1ccccc1C(=O)Nc1ccc(-c2nnc(-c3ccc(C)cc3)o2)cc1
  -2.7%	4%	-2%	2%
> CC(Sc1nnc(Cn2c(=O)sc3ccccc32)n1C)c1ccccc1 (configuration not stated)
  0.1%	-9%	-17%	-2%
> CCN(C(=O)CCS(=O)(=O)c1ccc(Br)cc1)c1ccc2c(c1)OCO2
  ?	4%	-9%	-23%
> COc1ccc(-n2c(SCCC(=O)O)nnc2-c2ccncc2)cc1
  7.0%	4%	-9%	1%
> CCCS(=O)(=O)NCCc1sc2nc(-c3ccc(Cl)cc3)nn2c1C
  -5.6%	2%	-19%[10.9 µM]	-26%
> CCOc1ccc(N2C(=O)CC(n3nc(C)cc3C)C2=O)cc1 (configuration not stated)
  1.5%	10%	-6%	12%
> O=C(Cn1c(=O)n(Cc2ccc(C(=O)NCc3ccccc3Cl)cc2)c(=O)c2ccccc21)Nc1ccc(F)cc1
  ?	6%	-13%[10.9 µM]	7%
> Cc1ccc(NC(=O)c2ccc3oc(=O)c(S(=O)(=O)c4ccccc4)cc3c2)cc1C
  ?	?	-5%[10.9 µM]	?
> CCn1c2ccccc2c2nc3cc(S(=O)(=O)N4CCOCC4)ccc3nc21
  ?	-3%	-22%	-8%
> CCOC(=O)CN(C(=O)CSc1nnc(Cc2ccccc2)n1-c1ccc(C)cc1)c1ccccc1
  .	14%	.	5%
> CCN1CCN(CCCNC(=O)c2cnn(-c3ccccc3Cl)c2C2CCN(C(=O)OC(C)(C)C)CC2)CC1
  1.3%	7%	-7%[10.9 µM]	9%
> Cc1ccc2nc(C(O)C(O)c3nc4ccc(C)cc4[nH]3)[nH]c2c1 (configuration not stated)
  ?	-8%	-9%	-18%
> CCc1ccccc1NC(=O)C1CCN(C(=O)N2CC(C)Oc3ccc(Cl)cc32)CC1 (configuration not stated)
  1.8%	10%	-7%[10.9 µM]	?
> CC(C)(C)COS(=O)OCC(C)(C)C
  -0.1%[11.4 µM]	-6%[9.22 µM]	-2%[10.9 µM]	2%[9.22 µM]
> O=C(CN1C(=O)c2ccccc2Sc2ccc(C(=O)N3CCOCC3)cc21)Nc1ccc(Cl)cc1F
  ?	-16%	-17%[10.9 µM]	-36%
> Cc1cccc(N2CCN(c3ncnc4onc(C)c34)CC2)c1C
  ?	-8%	-10%[10.9 µM]	-14%
> CN(CC(=O)NC1CCCCCCC1)S(=O)(=O)c1cccc2cccnc12
  -2.3%	-2%	-12%	3%
> CCOC(=O)c1c(NC(=O)C(C)Oc2ccc(Cl)c(C)c2)sc2c1CCCC2 (configuration not stated)
  ?	-12%	-11%[10.9 µM]	-12%
> CC(C)(C)C(=O)Nc1nc2nc(-c3ccccc3)cc(=O)n2[nH]1
  -0.8%	-10%	-27%[10.9 µM]	-18%
> O=C(Nc1cccc(-c2nc3ncccc3o2)c1)c1cc2ccccc2o1
  ?	?	-16%	-29%
> CCOc1cc(S(=O)(=O)N2CCN(c3ccc(F)cc3)CC2)c(OCC)cc1-n1cnnn1
  0.9%	-5%	.	-12%
> CC1Cc2ccccc2N1C(=O)Cn1c(=O)oc2cc(S(=O)(=O)NC3CCCC3)ccc21 (configuration not stated)
  4.0%	3%	-12%	-4%
> CCC(c1nnnn1Cc1ccco1)N(Cc1ccccc1OC)Cc1cc2cc(C)ccc2[nH]c1=O (configuration not stated)
  ?	9%	-3%	8%
> CN(C)c1ccc(C(=O)N2CC(=O)N(CCc3ccccc3)C(=O)C2)cc1
  -1.8%	12%	-3%	-16%
> COc1ccc(C2=C(C)C(=NCCCN3CCN(c4cc(Cl)ccc4C)CC3)NS2(=O)=O)cc1
  ?	-4%	-8%[10.9 µM]	-19%
> Cc1oc(-c2ccccc2F)nc1CS(=O)(=O)CC(=O)NCCc1ccc(Cl)cc1
  ?	-4%	8%[10.9 µM]	-8%
> CCOc1ccc(CCNC(=O)c2cnc3sc(N(CC)CC)nn3c2=O)cc1OCC
  -0.6%	-4%	-7%[10.9 µM]	-16%
> CCOC(=O)CSc1nnc(CCc2nc3ccccc3[nH]2)n1C
  -1.5%	6%	-3%	-8%
> CC(C)CN(CCCNC(=O)CN1C(=O)COc2ccc(S(=O)(=O)N3CCCCCC3)cc21)CC(C)C
  4.7%	1%	8%[10.9 µM]	?
> CC(C)OC(=O)CC12CN3CC(CC(=O)OC(C)C)(CN(C1)C(=O)c1ccccc1C3=O)C2=O
  -2.4%	4%	-2%	-9%
> CCC(C)(C)n1nnnc1C(c1ccc(OC)c(OC)c1)N1CCN(c2ccc(OC)cc2)CC1 (configuration not stated)
  0.3%	-4%	-13%	-5%
> CCSc1nnc(-c2ccc(S(=O)(=O)NCc3cccs3)cc2)o1
  3.5%	-2%	-10%	-1%
> Cc1ccc(CNC(=O)CCn2ccc3cc(S(=O)(=O)N4CCCC4)ccc32)cc1
  ?	0%	-5%[10.9 µM]	-4%
> O=C(NC1=NCCS1)c1cccc(NC(=O)c2ccco2)c1
  5.4%	-6%	-74%[inhibitor]	2%
> COc1ccc(OC)c(S(=O)(=O)Nc2c(F)cccc2F)c1
  3.7%	4%	-1%	-7%
> Cc1cc(C)c(S(=O)(=O)NCCc2cc3cc(C)c(C)cc3[nH]c2=O)c(C)c1
  ?	12%	5%[10.9 µM]	-10%
> C/C=C/COc1nc2c(c(=O)n(C)c(=O)n2C)n1C
  1.0%	2%	-4%	9%
> CCn1c(NCc2ccc(OC)cc2)nc2ccccc21
  ?	?	-17%[10.9 µM]	?
> O=C(Nc1nc2nc(-c3ccccc3)cc(-c3ccccc3)n2n1)c1ccco1
  ?	-7%	-7%	6%
> CCN(CC)S(=O)(=O)c1cccc(-c2nnc(SCCCC(=O)c3ccc(F)cc3)o2)c1
  1.7%	1%	-21%	5%
> CCN(CC)c1ccc(NC(=O)CN2CCN(c3ccccc3OC)CC2)cc1
  1.2%	-6%	?	-18%
> COCCN(CCOC)Cc1c(C)[nH]c2c(C)c(C)ccc2c1=O
  -1.0%	5%	4%	-11%

# Next part.
# Every second line gives: IkB signaling	p53ts 32C kill	Peg3 imprint	p53ts 39C tox
> CCC(Sc1nc2c(sc3ccccc32)c(=O)n1CCc1ccccc1)C(=O)N(CC)CC (configuration not stated)
  -0.2%	-9%	-9%[10.9 µM]	-19%
> CCCCCn1c(=O)[nH]c2cc(C(=O)N3CCN(c4cccc(C)c4)C(C)C3)ccc2c1=O (configuration not stated)
  ?	-16%	-11%[10.9 µM]	-23%
> O=S(=O)(NCc1ccc(F)cc1)c1ccc(N2CCCCS2(=O)=O)cc1
  1.0%	-3%	-5%[10.9 µM]	-12%
> Cc1cc(O)c(C(c2ccc(F)cc2)N2CCCCC2)c(=O)n1Cc1ccco1 (configuration not stated)
  ?	7%	12%[10.9 µM]	14%
> Cn1c(=O)cc(OCC(=O)NCc2cccnc2)c2ccccc21
  -1.1%	1%	-1%	-6%
> COc1cccc(NC(=O)CSc2nnc(Cn3c(=O)sc4ccccc43)n2C)c1
  1.1%	-7%	-2%	-11%
> COc1ccc(OC)c(NC(=O)c2ccc(NC(C)=O)cc2)c1
  .	2%	.	2%
> CN(C(=O)CSc1nc(N)nn1-c1ccccc1)c1ccccc1
  1.0%	-9%	-7%	10%
> CCc1ccc(C(=O)CC2(O)C(=O)N(CCc3ccccc3)c3ccc(Cl)cc32)cc1 (configuration not stated)
  ?	?	-4%[10.9 µM]	?
> CCNS(=O)(=O)c1ccc(OCCNS(C)(=O)=O)cc1
  -0.7%	4%	-11%	3%
> CCCc1cc(=O)[nH]c(Nc2cc(OC)ccc2OC)n1
  1.3%	2%	-11%	1%
> O=C(NC1CCN(Cc2ccccc2)CC1)c1ccc(Cn2c(=O)c3ccccc3n(Cc3ccc(Cl)cc3)c2=O)cc1
  -3.2%	5%	-11%[10.9 µM]	-7%
> Cc1cc(C)n(-c2nc(SCC(=O)NCC3CCCO3)c3c4c(sc3n2)CCCC4)n1 (configuration not stated)
  0.7%	2%	-12%	-4%
> Cc1nnc(Sc2nc3c(c(=O)n(C)c(=O)n3C)n2Cc2ccc(Cl)cc2)s1
  ?	-6%	-5%	-3%
> CCOCCCNC(=O)c1ccc2c(c1)OCO2
  -7.1%	-7%	-14%	-7%
> O=C(COc1ccc(Br)cc1Br)Nc1ccc(S(=O)(=O)Nc2ncccn2)cc1
  1.3%	-17%	-11%[10.9 µM]	-19%
> CCOC(=O)c1c(CN2CCOCC2)n(-c2ccccc2)c2ccc(O)cc12
  0.1%	4%	-12%	-2%
> O=S(=O)(NCCc1csc(-c2ccccc2)n1)c1ccc2c(c1)OCCO2
  ?	-12%	-13%	1%
> COc1cc(C(=O)Nc2nnc(CC(C)(C)C)s2)cc(OC)c1OC
  ?	7%	7%[10.9 µM]	-5%
> CC(OC(=O)c1cc2sccc2n1C)C(=O)NCC1CCCO1 (configuration not stated)
  0.2%	13%	-4%	2%

# Structures above that contain a tert-butyl group:
# Every second line gives: IkB signaling	p53ts 32C kill	Peg3 imprint	p53ts 39C tox
> CCN1CCN(CCCNC(=O)c2cnn(-c3ccccc3Cl)c2C2CCN(C(=O)OC(C)(C)C)CC2)CC1
  1.3%	7%	-7%[10.9 µM]	9%
> CC(C)(C)COS(=O)OCC(C)(C)C
  -0.1%[11.4 µM]	-6%[9.22 µM]	-2%[10.9 µM]	2%[9.22 µM]
> CC(C)(C)C(=O)Nc1nc2nc(-c3ccccc3)cc(=O)n2[nH]1
  -0.8%	-10%	-27%[10.9 µM]	-18%
> COc1cc(C(=O)Nc2nnc(CC(C)(C)C)s2)cc(OC)c1OC
  ?	7%	7%[10.9 µM]	-5%

# (next part)
# Every second line gives: IkB signaling	p53ts 32C kill	Peg3 imprint	p53ts 39C tox
> O=C(Nc1scc(-c2ccccc2)c1C(=O)O)c1ccco1
  ?	?	-86%[inhibitor]	?
> O=c1[nH]c(-c2ccccc2)c(-c2ccccc2)[nH]1
  -1.3%	-5%	-8%	-8%
> N#Cc1nc(COc2ccccc2)oc1N1CCN(c2cccc(Cl)c2)CC1
  -0.7%	4%	6%	7%
> CS(=O)(=O)N1CCc2cc(C(=O)Nc3ccc(S(N)(=O)=O)cc3)ccc21
  1.1%	2%	-10%[10.9 µM]	-18%
